PDI turbidity: inhibitors of human PDI, primary screen, biochemical, turbidity, single point, plate reader | Protein disulfide-isomerase (Homo sapiens), P07237 | PDI insulin aggregation turbidity, A650, 90 min | inhibition, % at 10 µM | actives 0.052% (n = 350,000);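 active = mean inhibition across replicates of 30% or more, whatever share of single replicates reach that level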;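 note: absorbance from insulin aggregation driven by PDI reduction with DTT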
CaV13 FRET inh: Disruptors of the CACNA1D IQ motif to Ca2+-dependent inactivation inhibitor domain association, primary screening, Förster resonance energy transfer in intact living …; inhibition, % at 12.3 µM; HEK cells, CFP/YFP FRET ICDI-IQ, plate reader, 10 min; percent FRET-ratio fall versus neutral wells; AID 743397; actives 0.098% (n = 340,000);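 active = mean replicate inhibition of at least 30% and at least 1% of replicates passing that level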;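 note: 0% = median of the neutral control wells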
Glyco luc inh: increase of ERlucT glycosylation luciferase signal, primary screen, N-linked glycosylation inhibitor project, D54 ERlucT cells, luminescence, set 2 | reporter increase, % at 12.5 µM | actives 0.23% (n = 360,000) | D54 ERlucT glycosylation luciferase reporter, 24 h; percent of 100 nM tunicamycin response;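 active = mean luciferase reporter signal, scaled so untreated is 0 and the glycosylation-blocking control 100, at or above a set limit in every replicate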;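 note: luciferase carries N-glycosylation sites so blocking glycosylation raises the light; 0% = median of neutral control wells and 100% = median of 100 nM tunicamycin wells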
HTR2A ag: mouse Htr2a agonists via beta-arrestin recruitment, primary screen, cell-based, luminescence; 5-hydroxytryptamine receptor 2A (Mus musculus), P35363; CHO-K1 mHTR2A beta-arrestin complementation; percent of 30 µM serotonin response; activation, % at 7.6 µM; actives 0.66% (n = 360,000);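 active = activation above a run cutoff, the mean activation of all tested compounds plus 3 SD, cut at about 14% in these data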;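 note: 0% = plate median of compound wells and 100% = 30 µM serotonin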
ABHD5 PLIN5 PPI: ABHD5-PLIN5 interaction inhibitors, primary screen, cell lysate, split luciferase complementation, luminescence; Split G. princeps luciferase complementation, 4 h; AID 602281, 2012; actives 0.78% (n = 360,000); inhibition, % at 4 µM; Perilipin-5 (Homo sapiens) + 1-acylglycerol-3-phosphate O-acyltransferase ABHD5 (Homo …;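 active = inhibition above the mean inhibition across every tested compound plus 3 SD, cut at about 22% in these data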;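 note: 0% = DMSO only wells and the 100% control is not disclosed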
ABCB6 inh 2: ABCB6 transporter inhibitors, primary screen, K562-ABCB6 cells, flow cytometry, MLPCN library | ATP-binding cassette sub-family B member 6 (Homo sapiens), Q9NP58 | K562-ABCB6 porphyrin accumulation, 1 h; hits give low values | fluorescence ratio to DMSO, % at 10 µM | actives 0.19% (n = 360,000);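 active = fluorescence ratio to DMSO below 75%, the collection mean minus 3 SD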;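 note: signal is porphyrin accumulated inside mitochondria; 100% equals median channel fluorescence of DMSO control wells; lower ratio means ABCB6 inhibition with less porphyrin fluorescence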
Target sequence (Q9NP58 whole entry, looked up): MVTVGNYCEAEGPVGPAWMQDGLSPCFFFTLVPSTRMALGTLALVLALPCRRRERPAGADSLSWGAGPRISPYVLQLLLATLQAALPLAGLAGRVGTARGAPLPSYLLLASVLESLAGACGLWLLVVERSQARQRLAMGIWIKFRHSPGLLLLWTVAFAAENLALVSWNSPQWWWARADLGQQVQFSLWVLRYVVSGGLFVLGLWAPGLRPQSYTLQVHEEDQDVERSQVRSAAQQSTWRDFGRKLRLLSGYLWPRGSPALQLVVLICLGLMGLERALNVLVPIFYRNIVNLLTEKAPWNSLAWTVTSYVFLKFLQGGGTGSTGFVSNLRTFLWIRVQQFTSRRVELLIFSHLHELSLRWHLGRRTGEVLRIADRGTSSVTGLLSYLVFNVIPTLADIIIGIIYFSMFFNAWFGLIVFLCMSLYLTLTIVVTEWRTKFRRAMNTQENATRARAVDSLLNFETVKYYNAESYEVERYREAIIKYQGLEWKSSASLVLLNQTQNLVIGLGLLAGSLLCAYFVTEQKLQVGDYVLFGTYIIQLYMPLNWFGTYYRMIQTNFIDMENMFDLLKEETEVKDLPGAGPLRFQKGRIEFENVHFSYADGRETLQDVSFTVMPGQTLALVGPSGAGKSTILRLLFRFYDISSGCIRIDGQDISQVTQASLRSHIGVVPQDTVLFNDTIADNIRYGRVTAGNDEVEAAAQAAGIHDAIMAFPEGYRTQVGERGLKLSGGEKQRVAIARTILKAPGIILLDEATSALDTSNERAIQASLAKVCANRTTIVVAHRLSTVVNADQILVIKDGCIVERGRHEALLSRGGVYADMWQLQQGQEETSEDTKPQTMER
H9c2 protect: cardioprotection against H2O2-induced cell death, primary screen, uHTS, H9c2 cells, ATPLite luminescence; H9c2 cardiomyocytes, H2O2 injury protection, 2 h; protection from H2O2 cell death, % at 20 µM; actives 0.63% (n = 360,000); AID 588492, 2011;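 active = compounds giving at least 50% protection of heart cells from peroxide-induced death in the single-dose screen, raw or plate-pattern-corrected value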;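 note: 0% = DMSO wells with peroxide and 100% = DMSO wells without peroxide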
Granule exo inh: LAMP-1 surface exposure blockers, TALL-104 cells – cell-based, flow cytometry, MLPCN library, primary screen; inhibition, % at 10 µM; TALL-104 LAMP-1 surface exposure; cells stimulated with thapsigargin and PMA; actives 0.66% (n = 360,000);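 active = inhibition above about 55%, limit read from the data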
MC4R antagonist: MC4R antagonists of cAMP signaling, primary screen, cell-based, TR-FRET, antagonist arm of biased-ligand search | MC4R-expressing cells, MTII-stimulated cAMP, LANCE TR-FRET | inhibition, % at 6.5 µM | actives 0.48% (n = 360,000);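 active = inhibition above its plate's cutoff, the mean of tested wells on that plate plus 3 SD, cut at about 29% in these data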;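 note: 0% = Melanotan II alone and 100% = Melanotan II plus saturating MCL0020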
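Assay system: U2OS-MC4R stable cell line; Also added: Melanotan II; Technique: Eu-cAMP/anti-cAMP TR-FRET, emission 671 nm; Times: 30-min compound, 1-h challenge, 1-h detection, room temperature.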
MC4R ag barr: MC4R agonists recruiting beta-arrestin, primary screen, cell-based, luminescence, agonist arm of biased-ligand search; activation, % at 8.9 µM; U2OS MC4R beta-arrestin complementation; percent of melanotan II response, DMSO zero; actives 0.98% (n = 360,000); Melanocortin receptor 4 (Homo sapiens), P32245;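 active = activation above a per-plate cutoff, the mean activation of sample wells on that plate plus 3 SD, cut at about 8% in these data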
An asterisk follows results filed as active; / = no result given. No enrichment for hits; 4.2% or so of the library scored in one or more.

SMILES	PDI turbidity	CaV13 FRET inh	Glyco luc inh	HTR2A ag	ABHD5 PLIN5 PPI	ABCB6 inh 2	H9c2 protect	Granule exo inh	MC4R antagonist	MC4R ag barr
CCc1ccc(NC(=O)C(CC)Sc2nc3cc4c(cc3c(=O)n2Cc2ccco2)OCO4)cc1 (centres undefined)	1	-4	5	4	-1	96	3	3	14	7.5
CN(C)C(=O)CCc1ccc2c3c([nH]c2c1)[C@]1(CCc2ccccc2)[C@@H](C(=O)N2CCCCC2)C[C@H](CC(=O)NCCCn2ccnc2)C(=O)N1CC3	-3	-4	1	1	4	102	13	-1	5	0.4
O=C(c1cccs1)N1CCN=C1SCc1ccccc1	-15	-5	-2	-2	-25	95	15	-1	2	0.0
CC(Sc1ccccc1)C(=O)N1CCN(S(=O)(=O)c2cccc(Br)c2)CC1 (centres undefined)	-4	-3	-2	8	3	99	-4	29	16	1.0
Cc1cccc(C)c1NC(=S)N(CCCN1CCN(C)CC1)Cc1cccs1	3	-6	2	1	-1	98	6	0	8	2.1
COc1ccccc1C(O)Cc1nc2ccccc2n1C (centres undefined)	11	-1	1	-6	3	101	11	-8	4	-0.7
COc1ccccc1-n1c(N)c(C(=O)NCC2CCCO2)c2nc3ccccc3nc21 (centres undefined)	-4	-1	-3	-1	4	107	13	1	12	-0.9
O=C(Nc1ccccc1F)c1ccc(COc2ccc(Cl)cc2Cl)o1	10	-8	0	-2	-8	81	-10	1	-6	-0.2
Cc1ccc(S(=O)(=O)N2C3CCCCC3O[C@H]2CC(=O)c2ccc(F)cc2)cc1 (some centres undefined)	/	-8	/	-7	2	/	/	2	/	/
O=C(CCC1CCCCC1)Nc1c[nH]c(=O)[nH]c1=O	10	/	0	1	-2	101	-1	2	9	-1.0
CCN(CC(=O)Nc1cccc(S(=O)(=O)N2CCOCC2)c1)Cc1ccccc1	1	-5	1	-6	4	99	-1	27	1	-0.3
Cc1ccc2nc(SCC(=O)Nc3cccc(S(=O)(=O)N(C)C)c3)[nH]c2c1	-1	-4	3	-5	-4	94	-9	3	8	-1.1
CCC(=O)N/C(=N/c1nc(C)cc(C)n1)Nc1ccccc1	-4	-21	-1	-8	1	106	-2	-7	20	3.6
Cc1ccc(-n2nc3c(=O)n(CCCC(=O)NCc4ccc(C)o4)nc(C)c3c2C)cc1	-3	-2	1	-2	9	92	8	0	6	-2.8
COC(=O)Cc1ccc2sc(-c3ccccc3)nc2c1	-2	-15	0	-2	0	100	-17	0	4	-1.4
CN1CC(C(=O)Nc2ccc(F)c(Cl)c2)CC1=O (centres undefined)	1	-19	1	2	3	111	2	-7	14	-1.8
Cn1c(Cn2c(=O)sc3ccccc32)nnc1SCC(=O)Nc1ccccc1	/	-10	1	20*	1	101	5	-1	-1	-1.5
Cc1c(Cl)c(=O)oc2cc(OCC(=O)NCc3cccs3)ccc12	-3	-7	2	0	4	104	3	-5	6	-1.1
CN(Cc1ccccc1)C(=O)CN1C(=O)COc2ccc(S(=O)(=O)N3CCCC3)cc21	-3	-5	2	-2	2	98	0	2	11	-1.6
CCN(CC)S(=O)(=O)c1cc(NC(=O)COC(=O)CCc2nc3ccccc3s2)ccc1C	0	-8	2	3	1	105	-1	3	9	0.4

Among those listed so far, these have an aryl methoxy group.
SMILES	PDI turbidity	CaV13 FRET inh	Glyco luc inh	HTR2A ag	ABHD5 PLIN5 PPI	ABCB6 inh 2	H9c2 protect	Granule exo inh	MC4R antagonist	MC4R ag barr
COc1ccccc1C(O)Cc1nc2ccccc2n1C (centres undefined)	11	-1	1	-6	3	101	11	-8	4	-0.7
COc1ccccc1-n1c(N)c(C(=O)NCC2CCCO2)c2nc3ccccc3nc21 (centres undefined)	-4	-1	-3	-1	4	107	13	1	12	-0.9

The results go on.
SMILES	PDI turbidity	CaV13 FRET inh	Glyco luc inh	HTR2A ag	ABHD5 PLIN5 PPI	ABCB6 inh 2	H9c2 protect	Granule exo inh	MC4R antagonist	MC4R ag barr
O=C(CNC(=O)c1ccco1)NCC(=O)OCc1ccc(C(=O)Oc2ccc(Cl)cc2)cc1	-4	-3	2	-4	0	102	4	0	14	1.3
COC(=O)C1=C(C(=O)OC)C(c2ccc(OC)c(OC)c2)c2sc(=O)[nH]c2S1 (centres undefined)	-7	-5	-1	2	-11	100	-2	-3	-1	-0.9
CCOC(=O)c1ccc(N2CSC3=C(C#N)C(c4cccs4)CC(=O)N3C2)cc1 (centres undefined)	/	-3	2	5	-23	89	-4	19	5	0.0
CS(=O)(=O)Nc1ccc2c(c1)[C@H]1C[C@H](CC(=O)NCc3ccccc3)O[C@H](CO)[C@H]1O2	15	-10	1	3	-1	94	4	-9	-2	-0.7
Cc1cc(Cl)ccc1OCC(=O)NNC(=O)CCOc1ccccc1	0	-3	1	-4	0	100	0	41	3	1.9
c1ccc(Cc2noc(CN3CCN(CCOc4ccccc4)CC3)n2)cc1	-2	3	3	-1	-7	104	-2	-5	16	-0.3
CC(OC(=O)CCCN1C(=O)c2ccccc2C1=O)C(=O)Nc1ncc(Cl)cc1Cl (centres undefined)	-4	-5	1	5	-3	100	-4	-4	10	-0.2
Cc1cc(C)cc(C(=O)N(Cc2ccco2)c2c(N)n(Cc3ccccc3)c(=O)[nH]c2=O)c1	3	-7	1	-2	3	96	4	-2	-1	-3.2
Cn1c(=O)c2sccc2n(CC(=O)NCCC2=CCCCC2)c1=O	6	-5	3	2	1	100	-1	1	6	-0.4
Nc1c(C(=O)Nc2nc3ccccc3s2)sc2nc(-c3cccs3)ccc12	-1	/	13	1	-1	288	-39	30	11	7.0
CN(C)S(=O)(=O)c1ccc(NC=O)cc1	-1	-4	1	6	-4	103	-7	0	4	1.4
O=C(CSc1nc(-c2ccccc2)cc(C(F)(F)F)n1)N1CCOCC1	-2	-4	-1	2	-7	98	7	2	2	-1.4
CCCCC[C@@H](C)N1C[C@H](COCc2ccccc2)Oc2cc(N3CC[C@@H](O)C3)ccc2S1(=O)=O	/	-8	/	-1	-14	99	/	-4	/	/
COC(=O)C1CSC(C(=O)OC)N1C(=O)Nc1ccc(Cl)c(Cl)c1 (centres undefined)	0	-2	0	-1	-4	105	-8	0	10	-0.2
Cc1ccc(CCNC(=O)C2CCN(S(=O)(=O)c3ccc4nc5c(c(C(=O)O)c4c3)CCCC5)CC2)cc1	-1	-3	0	7	0	94	-4	3	8	-0.1
N/C(CN1CCCC1=O)=N\OC(=O)c1ccc(Cl)c(Cl)c1	0	-3	2	-2	-3	90	10	0	-1	-2.2
CCOc1ccc(NC(=O)CN(C)c2nnnn2-c2ccccc2)cc1OCC	0	-3	-1	7	2	97	1	-5	11	-2.3
Cc1ccc(C)c(NC(=O)c2ccc3c(=O)n4c(nc3c2)CCC4)c1	1	-2	0	-4	6	98	-6	1	14	-0.2
COc1cccc(CNC(=O)C(C(=O)NCc2cccc(OC)c2)c2ncc(C(F)(F)F)cc2Cl)c1	-7	-4	-5	0	-6	95	-2	-5	4	-0.2
COc1cccc(C2(O)CCN(C(=O)C3CCC3)CC2)c1	-3	-3	1	-1	-1	110	-4	-2	7	-0.8
COc1ccc(N(CC(=O)N2CCc3ccccc3C2)S(C)(=O)=O)cc1	11	/	1	-5	1	98	1	-3	2	-0.9
COc1ccccc1-n1cnnc1SCC(=O)NC1CCCCC1	6	-3	2	-4	9	92	-5	-1	3	-1.0
N#Cc1cnc(Nc2nc3ccccc3o2)nc1-c1ccccc1	14	/	6	-3	6	91	10	2	-4	0.1
COc1ccc(OC)c(/C=C/C(=O)NC2=NCCS2)c1	3	2	-3	2	-1	96	8	-3	9	-1.4
CCC(C(=O)N1CCC(N2CCCCC2)CC1)n1nc(C)c2sc3ccccc3c2c1=O (centres undefined)	-11	-7	1	0	2	87	9	1	0	-1.6
Cc1cccc(N2CCN(Cc3oc(CO)cc(=O)c3O)CC2)c1C	13	-4	-2	-6	2	90	5	2	11	-1.4
CCCNC(=O)C1CC(=O)N(c2ccc(OCC(=O)Nc3cccc(C)c3C)cc2)C1 (centres undefined)	/	6	-4	-1	6	95	-6	9	1	1.0
CC1(Oc2ccc(Cl)cc2)CCN(Cc2csc3ccccc23)C1 (centres undefined)	-1	-5	0	-6	-5	93	-6	-22	4	5.7
C[C@@H]1CCCCO[C@@H](CN(C)S(=O)(=O)c2cn(C)cn2)[C@@H](C)CN([C@H](C)CO)C(=O)c2cc(N(C)C)ccc2O1	-2	-6	4	6	-13	98	8	1	8	1.2
CN(/N=C/c1ccc2c(c1)OCO2)c1ccccc1	1	-19	-1	-1	-9	102	-7	-1	-2	-1.0
CC1CC(=O)Nc2ccccc2N1C(=O)COc1ccc2cc(Br)ccc2c1 (centres undefined)	1	-6	-1	4	2	102	0	-6	11	0.3
CCOc1cccc(N2C(=O)CC(N3CCN(c4nc5ccccc5s4)CC3)C2=O)c1 (centres undefined)	-8	-3	2	0	-2	95	-12	-1	-1	-0.5
CN(CC1CCCCO1)C(=O)c1cc(COc2ccc(F)cc2Cl)on1 (centres undefined)	0	-5	0	-6	-1	93	4	3	16	-3.8
COc1ccc(NC(=O)CSc2ccccn2)c([N+](=O)[O-])c1	-1	-15	-3	-5	3	98	-7	-23	2	-0.6
COc1c(Cl)cc(Br)c(OC)c1C(=O)NC(=O)Nc1nc(C)cc(C)n1	11	7	3	2	-3	95	5	-16	-3	-0.5
CCOC(=O)c1c(C)n(C)c2cc(-c3cccc(C(F)(F)F)c3)c(O)cc12	13	-7	3	2	-4	103	9	9	5	2.1
O=C(O)c1cc(-c2cccnc2)nc2ccccc12	-9	-4	-1	0	6	92	-2	5	-1	-0.8
CN1CCN(C(=O)C2CCCN(c3ncnc4c3nc3n4CCCCC3)C2)CC1 (centres undefined)	-13	-8	1	6	-2	101	2	-5	-4	-2.3
Cc1ccc(C(=O)CSc2nnc(-c3ccncc3)n2C)cc1	-16	-5	5	8	-7	102	5	1	8	-2.3
O=C(CSc1ccccn1)C12CC3CC(CC(C3)C1)C2	-6	19	-2	0	-9	101	-17	-5	32*	3.6
CCOC(=O)Cn1ncn(-c2ccc(OC(F)(F)F)cc2)c1=O	-1	2	0	2	-2	97	-2	-3	-13	-2.5
COc1ccc(C(=O)Nn2c(SCC(=O)NC3CCCC3)nc3ccccc3c2=O)cc1	-13	/	-15	0	5	98	-6	-1	-3	-1.3
Cc1ccc2nc(SCc3nc4ccccc4c(=O)[nH]3)[nH]c2c1	-8	-3	2	5	-5	97	58*	-1	-6	-1.6
